# OXTR potentiator: potentiates the human oxytocin receptor response. CHO-OTR cells, Fluo-8 calcium fluorescence, potentiator mode; 0% = oxytocin EC15, 100% = EC100. activation, % at 3 µM. 0.061% of 320,000 active;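 active = activation above that plate's cutoff, the mean activation of tested compounds plus 3 SD, cut at about 6.6% in these data, passing the limit was not always enough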;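 note: 100% uses oxytocin at 75 nM as the full agonist control; some results filed as inactive read as strong as hits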
# Target sequence (P30559 whole entry, looked up): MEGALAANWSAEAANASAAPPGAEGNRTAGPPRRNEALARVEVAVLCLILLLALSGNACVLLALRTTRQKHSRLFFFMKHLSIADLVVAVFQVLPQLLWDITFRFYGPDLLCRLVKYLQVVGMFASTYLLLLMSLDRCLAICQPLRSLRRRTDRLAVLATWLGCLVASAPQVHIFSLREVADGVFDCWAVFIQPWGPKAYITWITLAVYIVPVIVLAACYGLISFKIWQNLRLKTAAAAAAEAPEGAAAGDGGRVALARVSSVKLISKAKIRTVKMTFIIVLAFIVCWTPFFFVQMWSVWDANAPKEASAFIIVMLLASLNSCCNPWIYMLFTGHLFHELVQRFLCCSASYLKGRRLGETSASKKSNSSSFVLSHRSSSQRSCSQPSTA
#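 Dosing: Single dose, 3.0 µM nominal final compound concentration | Material: Human OTR in CHO cells | Technique: Kinetic Fluo-8 calcium fluorescence | Benchmarks: EC15 oxytocin alone as 0%, 75 nM oxytocin as 100% | Probe or stimulus: Oxytocin at about EC15, sub-maximal agonist stimulus | Incubation: Compound 6 min at room temperature before oxytocin, 100 s read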
# M1 ag parental: counter-screen for M1 agonists: effect in parental CHO-K1 cells | Fluo-8 calcium fluorescence; scaled to maximal ATP response, vehicle zero | activation, % at 3 µM | 0.48% of 360,000 active; in the data active = activation above about 15%;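 note: untransfected CHO-K1 host cells lacking M1 receptor as counterscreen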
# CHO-K1 Ca PAM: M1 PAM counterscreen hit in parental CHO-K1 cells; ATP EC20, Fluo-8 calcium fluorescence; 0% at ATP EC20, 100% at ATP max; activation, % at 3 µM; 0.02% of 360,000 active;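 active = activation above the run cutoff, the mean activation of all test compounds plus 3 SD, cut at about 40% in these data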;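 note: peak over basal fluorescence ratio in a 140 s read after ATP addition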
# CHO parental Ca: signal in parental CHO cells, OX1R antagonist counter-screen; 0.63% of 330,000 active; inhibition, % at 5.6 µM; parental CHO-K1, ATP-induced calcium, Fluo-8 fluorescence;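 active = inhibition above that plate's mean sample inhibition plus 3 SD, cut at about 26% in these data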;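 note: 0% = ATP-challenged DMSO wells and 100% = DMSO wells without ATP; some compounds past the cut are filed as inactive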
#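 Test system: parental CHO cells; detection: calcium-sensitive Fluo-8 fluorescence; evaluation: percent inhibition of calcium signal; also added: ATP as calcium-mobilizing challenge; repeats: one well per compound; control set: ATP-challenged DMSO wells low, unchallenged DMSO wells high; compound: single nominal dose of 5.6 µM per compound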
# M1 ag: agonists of human M1 muscarinic receptor; P11229; CHO-K1 hM1, Fluo-8 calcium fluorescence, agonist mode; 0% DMSO, 100% acetylcholine EC100; activation, % at 3 µM; 0.33% of 360,000 active; AID 588814;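 active = activation above the run's mean compound activation plus 3 SD, cut at about 16% in these data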;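 note: peak over basal fluorescence ratio within a 140 s kinetic read after compound addition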
# TAAR1 ag: agonists of human TAAR1 | Q96RJ0 | CHO RD-HGA16 TAAR1, Fluo-8 calcium fluorescence; vehicle wells 0%, saturating PEA agonist 100% | activation, % at 3 µM | 0.99% of 360,000 active | AID 624467;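 active = activation above the mean activation of all test compounds in the run plus 3 SD, cut at about 38% in these data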
# Target sequence (Q96RJ0 whole entry, looked up): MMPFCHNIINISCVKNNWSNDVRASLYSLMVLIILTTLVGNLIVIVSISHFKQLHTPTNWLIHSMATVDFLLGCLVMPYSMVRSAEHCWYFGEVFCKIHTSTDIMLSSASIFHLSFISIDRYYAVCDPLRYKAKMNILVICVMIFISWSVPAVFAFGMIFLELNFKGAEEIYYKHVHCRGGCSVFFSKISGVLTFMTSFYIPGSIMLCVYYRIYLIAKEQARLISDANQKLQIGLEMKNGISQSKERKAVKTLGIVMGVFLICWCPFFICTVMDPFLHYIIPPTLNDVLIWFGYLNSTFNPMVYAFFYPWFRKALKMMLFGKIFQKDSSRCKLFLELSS
#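 Assay system – CHO-derived RD-HGA16 cells with stable Gα16 and human TAAR1 · Compound dosing – one-point dosing at 3 µM (nominal) · Incubation – 17-24 h seeding, 75 min 37 °C dye, 30 min RT · Measured by – kinetic Fluo-8 calcium fluorescence · Control set – DMSO vehicle as 0%, PEA at EC100 as 100% · Repeats – single well for each compound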
# TAAR1 antag: human TAAR1 antagonism | Q96RJ0 | CHO RD-HGA16 TAAR1, Fluo-8 calcium fluorescence, antagonist | inhibition, % at 3 µM | 1.5% of 360,000 active | AID 624466;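 active = inhibition above a per-plate cutoff, the mean inhibition of test compounds on that plate plus 3 SD, cut at about 49% in these data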;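 note: 0% = DMSO plus EC80 beta-PEA response and 100% = DMSO alone without agonist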
#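 Material: CHO RD-HGA16 cells bearing hTAAR1; compound dosing: one-point dosing, 3 µM nominal final; schedule: dye loading 75 min at 37 °C, then 30 min room temperature; measured by: calcium fluorescence with Fluo-8; control set: vehicle and agonist controls; replication: n of 1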
# V1R ag counter: V1a receptor agonism, counter-screen for OXTR agonists; AID 2797; activation, % at 3 µM; CHO-V1R cells, Fluo-8 calcium fluorescence, agonist mode; 0% DMSO, 100% 3 nM vasopressin; 0.25% of 320,000 active;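 active = activation above the mean activation of all tested compounds plus 3 SD, per screening run, cut at about 20% in these data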;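 note: signal is peak over basal fluorescence ratio across a 100 second FLIPR read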
# CHO-K1 Ca antag: nonselective inhibitor or artifact in parental CHO-K1 cells | ATP-induced calcium, Fluo-8 fluorescence | inhibition, % at 3 µM | 0.6% of 360,000 active;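 active = inhibition above a per-plate cutoff, the plate's mean sample inhibition plus 3 SD, cut at about 24% in these data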;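 note: 0% = DMSO plus EC80 ATP and 100% = DMSO alone without ATP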
# * = called active by the depositor; . = not tested or not shown. No enrichment for hits; any-hit rate near 3.3%.
no.	SMILES	OXTR potentiator	CHO-K1 Ca antag	TAAR1 ag	CHO-K1 Ca PAM	CHO parental Ca	V1R ag counter	TAAR1 antag	M1 ag	M1 ag parental
1	O=C1CC(=O)N(Cc2ccco2)C(=S)N1	-1	3	.	13	1	2.5	.	2	2.4
2	N#Cc1ccc(CN2CCN(C(=O)Cn3nc(C(N)=O)c4ccccc4c3=O)CC2)cc1	2	-8	-1	1	-6	0.1	4	-6	0.8
3	Cc1[nH]c(=O)[nH]c(=O)c1S(=O)(=O)N1CCCCC1	-1	-3	1	6	-1	-0.2	-14	-4	0.7
4	N#Cc1ccc(Oc2ccc(-c3nc4ccccc4nc3-c3ccccc3)cc2)cc1C#N	-5	10	-1	0	-11	0.5	19	-3	0.0
5	O=C(CSc1oc(-c2ccco2)nc1S(=O)(=O)c1ccc(F)cc1)NCC1CCCO1 (stereo unspecified)	-9	-1	6	-2	-15	2.2	-11	-1	0.1
6	Cn1c(=O)c([N+](=O)[O-])c(-n2cnc3ccccc32)c2ccccc21	0	-3	2	18	-8	-0.2	-15	-8	0.3
7	CCOC(=O)c1c(C)[nH]c(C(=O)OC/C(O)=C(\C#N)c2nc3ccccc3[nH]2)c1C	-9	-1	.	-1	0	-0.1	.	-1	1.4
8	COc1ccc(C(=O)CN(C(=O)c2ccc(Cl)cc2)N2C(=O)c3ccccc3C2=O)cc1	-2	-18	6	10	-20	-0.5	16	-4	0.8
9	CC(=O)c1c(C)nc2ccc(Br)cc2c1-c1ccccc1	-7	2	13	9	-19	-0.1	-7	-11	-0.1
10	CCOc1ccc2nc3c(cc2c1)CN(CCOC)C(=NC)S3	-5	-11	-1	19	-13	-0.3	2	-4	0.4
11	COC(=O)CSc1snnc1-c1ccc(F)cc1	4	-13	3	7	-7	-0.3	-6	-5	-0.1
12	O=C(OC(C(=O)NC1CCCC1)c1ccncc1)C1=Cc2ccccc2OC1 (stereo unspecified)	-4	14	-2	-2	-21	-1.4	-10	-1	-0.5
13	CCOCCCNC(=S)N(CCO)Cc1cc2cc3c(cc2[nH]c1=O)OCCO3	2	7	0	3	-3	0.6	14	-6	0.6
14	Cc1ccc(-n2c(SCC(=O)NCC3CCCO3)nnc2-c2ccoc2C)cc1 (stereo unspecified)	-2	-11	0	20	-29	-0.8	14	-3	0.3
15	CCCn1c(C)cc(C(=O)COc2ccc(S(=O)(=O)N(CC)CC)cc2[N+](=O)[O-])c1C	-10	-5	2	-1	-16	3.0	15	-7	3.5

# Individual results from the list:
# Cc1ccc(-n2c(SCC(=O)NCC3CCCO3)nnc2-c2ccoc2C)cc1 (stereo unspecified) @ CHO-K1 Ca PAM: 20
# Cn1c(=O)c([N+](=O)[O-])c(-n2cnc3ccccc32)c2ccccc21 @ V1R ag counter: -0.2

# Next section.
no.	SMILES	OXTR potentiator	CHO-K1 Ca antag	TAAR1 ag	CHO-K1 Ca PAM	CHO parental Ca	V1R ag counter	TAAR1 antag	M1 ag	M1 ag parental
16	N=C1C(c2ccccc2)=C(O)CN1CCO	5	8	3	-9	3	1.0	4	0	0.2
17	N#Cc1c(NC(=O)CSCC(=O)O)sc2c1CCCC2	3	-15	5	2	1	0.6	3	-3	0.0
18	COC(=O)c1cn(-c2ccc(F)cc2)c(=O)c2ccccc12	0	-2	8	18	-8	0.0	8	-7	0.1
19	Cc1cccc(NC(=O)C2CC(=O)OC23CCCCC3)c1 (stereo unspecified)	-2	-6	4	14	-18	0.9	-7	-1	7.8
20	COc1cccc(CNC(=O)c2nnn(CC(=O)Nc3ccc(Br)cc3)c2N)c1	-8	-11	5	9	15	3.5	8	-1	2.1
21	O=C(CCN1CCC(c2ccccc2)C1)c1ccccc1 (stereo unspecified)	-6	-29	.	3	-2	0.5	.	5	-0.5
22	O=C(Nc1ccc(Cl)cc1)N1CCCC1	1	-21	.	17	-8	0.6	.	-1	1.6
23	CCN(CC)C(=O)C1=C(C)N(Cc2ccccc2)C(=O)C(CC(=O)NC(c2ccccc2)c2ccccc2)C1 (stereo unspecified)	.	-8	5	19	.	.	-13	-8	0.8
24	O=C(NCc1ccc(F)cc1)c1cnc2n(c1=O)CCS2	-2	-4	1	-3	-13	-0.5	6	-4	0.3
25	CN1N=C2c3ccccc3CCC2C1c1ccc(Cl)cc1 (stereo unspecified)	-2	-5	6	12	0	0.6	-36	-2	3.3
26	CC1=C(C(=O)Nc2ccccc2C(=O)N2CCCCC2)SCCO1	-6	-5	4	-5	-20	0.7	-19	-2	0.4
27	O=C(NNc1ccc([N+](=O)[O-])cc1[N+](=O)[O-])C1C2CCCCC21 (stereo unspecified)	-8	0	3	-11	-14	1.5	10	-5	2.7
28	CCn1c(C)cc(C(=O)CSc2nnnn2C2CCCC2)c1C	-2	-15	3	3	-16	0.1	-16	-2	0.4
29	CNS(=O)(=O)c1ccc(NC(=O)Nc2ccc3c(c2)OCO3)cc1	.	4	5	6	.	.	13	3	0.5
30	COc1ccc(NC(=O)Nc2ccccc2C(N)=O)cc1OC	0	-14	8	18	0	0.5	16	-5	0.9
31	CCOC(=O)CN1C(=O)N(CC(=O)OCC)C(c2ccccc2)(c2ccccc2)C1=O	-8	11	1	-14	2	-0.4	-25	-3	0.4
32	CC(C)CCNC(=O)C(c1ccco1)N(CC1CCCO1)C(=O)Cn1nnc2ccccc21 (stereo unspecified)	-23	4	4	8	-17	0.2	5	-1	0.0
33	CCN(CCNC(=O)C1CCN(S(=O)(=O)CC)CC1)c1ccccc1	-2	-17	3	13	-7	0.5	-11	-10	0.4
34	COCCn1c(-c2ccc(OC)c(OC)c2)nc2ccccc21	-10	-11	3	19	-16	-0.5	-1	0	0.8
35	C=CCC1(CC=C)CCCN1C(=O)c1cc(COc2ccc(-n3cncn3)cc2)on1	-16	31*	12	-3	66*	10	39	2	15
36	O=[N+]([O-])c1ccccc1/C=N\Nc1nccs1	-5	-6	0	7	15	-0.6	-9	-2	0.0
37	COc1ccc(CNC(=O)c2[nH]c(C(F)(F)F)nc2-c2ccccc2)cc1OC	.	-8	4	9	.	.	-10	0	0.6
38	CC(C)COC(=O)NCC12C=CC(O1)C1C(=O)N(c3ccc(Cl)cc3)C(=O)C12 (stereo unspecified)	-5	-9	2	20	-8	0.7	-11	-4	0.7
39	CN(C)c1cccc(NC(=O)c2cccc3c(-c4ccc(F)c(F)c4)coc23)c1	.	-7	-1	12	.	.	-15	-4	-0.1
40	O=C(NC(c1ccc(Cl)cc1)c1cnccn1)C1CCN(Cc2ccc(Oc3ccccc3)cc2)CC1 (stereo unspecified)	.	1	13	11	.	.	17	-5	2.7
41	C=CC[C@@H](CC(=O)N[C@H](CO)Cc1ccccc1)C(=O)NCCOC(=O)[C@@H](CC=C)CC(=O)OC(C)(C)C	-6	-10	5	17	-11	0.3	8	-4	0.3
42	CCOc1ccccc1NC(=O)c1nc(-c2ccccc2)oc1C	-7	-6	0	9	-26	-0.9	0	-3	4.3
43	CN1C(c2ccccc2)CC(=NO)CC1c1ccccc1 (stereo unspecified)	5	-13	-2	23	-26	-0.8	-6	-9	1.3
44	O=S(=O)(Nc1cccc(S(=O)(=O)N2CCCCCC2)c1)c1ccccc1	-21	-21	9	28	-17	1.0	-12	-11	2.2
45	CCCN1CCN(CCCNC(=S)Nc2ccc(F)cc2)CC1	-3	-11	0	5	2	-0.7	-8	-4	0.8
46	COCCn1c(=S)[nH]c2sc3c(c2c1=O)CCC(C)C3 (stereo unspecified)	1	-16	-3	14	-4	0.3	-17	0	0.4
47	Cc1ccc(/C=N/n2c(-c3ccco3)n[nH]c2=S)s1	-5	-2	-1	14	-7	-1.2	-14	-4	-0.1
48	Cc1cc(C(=O)COC(=O)C2=COCCO2)c(C)n1-c1ccc2c(c1)OCO2	-15	-14	4	25	-20	2.6	15	-2	3.4
49	CCCC(=O)Nc1ccc2c(c1)c1ccccc1n2CC	-5	6	9	-6	-2	-1.2	-1	-10	2.2
50	O=C(CCc1nnc2ccc(NCCCN3CCCC3=O)nn12)NCc1ccccc1Cl	-9	-20	2	10	4	-0.3	-13	0	0.5
51	COC(=O)C1CSC(C(=O)OC)N1C(=O)CN1CC(C)OC(C)C1 (stereo unspecified)	-8	-20	12	13	10	-0.1	18	-2	0.4
52	CCO/C(C)=C1\C(=O)N(CC)c2ccccc21	0	-9	3	18	-20	-1.4	-17	-4	0.7
53	C=CCNc1nc2ccccc2nc1NS(=O)(=O)c1cccc(C)c1	-13	-11	-1	3	-19	2.3	-19	-5	3.9
54	COCCCn1c(-c2ccc(Cl)cc2)n[nH]c1=S	-10	22	1	-4	-2	0.5	9	-5	0.3
55	COc1ccc(C(C(=O)NC2CCCCC2)N(C(=O)c2ccco2)c2ccccc2C(C)=O)cc1 (stereo unspecified)	-4	-9	5	9	-17	1.6	3	2	0.2
56	CC1=Nc2ccccc2/C1=C/c1sc(=N)n(-c2nccs2)c1O	-11	25*	.	-2	47*	26*	.	8	12
57	NC(=O)c1cc2ccccc2o/c1=N/NC(=O)c1cccs1	-7	-6	6	-5	2	0.2	24	-4	2.0
58	CCC(CC)C(=O)Nc1cccc(-c2ccc3nncn3n2)c1	2	-4	6	7	-5	1.8	-21	-1	9.7
59	Cn1c(=O)c2c(nc(CN3CCN(c4ccccc4)CC3)n2Cc2c(F)cccc2Cl)n(C)c1=O	-2	1	1	14	-11	-0.6	-5	-4	-0.2
60	CCNC(=S)N/N=C/c1ccc(F)cc1	-14	.	7	.	-5	0.5	7	.	.
61	CCOc1ccc(S(=O)(=O)NCCC(=O)OCC(=O)c2ccc[nH]2)cc1	-8	-11	6	-4	-3	5.0	1	-4	3.4
62	COC(=O)C1(Cc2cc(-c3ccccc3)no2)CCN(C(=O)OC(C)(C)C)CC1	-6	-17	2	18	-27	-0.8	9	-8	0.2
63	COc1ccc(C(=O)Nn2c(CCC(=O)O)ccc2-c2ccc(C)cc2)cc1OC	-3	-3	5	16	-12	-0.3	10	-2	0.2
64	O=C(Nc1cccc(S(=O)(=O)NC2=NCCCCC2)c1)c1cc(-c2ccco2)nc2ccccc12	2	-2	13	3	-6	0.4	51*	0	6.0
65	CC(C)Oc1ccc(N2C(=O)c3ccccc3C2=O)cc1	-5	-7	4	4	6	0.9	-6	-5	0.2

# Down the list, from the results shown.
# CHO-K1 Ca PAM, nos. 61–65 → -4, 18, 16, 3, 4
# CHO parental Ca, nos. 61–65 → -3, -27, -12, -6, 6

# Screening data (PubChem)
